High-throughput results deposited in PubChem BioAssay by National Center for Advancing Translational Sciences (NCATS).
IDH1 R132H inh – qHTS for Inhibitors of mutant isocitrate dehydrogenase 1 (IDH1): qHTS; Isocitrate dehydrogenase [NADP] cytoplasmic (Homo sapiens), O75874; Potency, µM (series often up to 76.6 µM), inactives show top-dose activity change, negative = inhibition, actives largely listed as inhibitors; IDH1-R132H enzyme, NADPH consumption, diaphorase/resazurin fluorescence; hit rate 0.093% among 390,000; further: potency means the concentration at half of the fitted maximal effect; on the % scale 0 is the no-effect control and ±100 the full control effect; nearly all actives have a fitted effect of over 65% in size
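IDH1-R132H (0.5 ug/mL dispensed) in pH 7.5 Tris buffer was preincubated 30 min with compound, then given a substrate mix of 0.016 mM NADPH and 2 mM alpha-KG for 80 min at room temperature; remaining NADPH was read by diaphorase/resazurin fluorescence.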
LDHA block – qHTS assay for inhibitors of human lactate dehydrogenase. L-lactate dehydrogenase A chain (Homo sapiens), P00338. purified LDHA, NADH/diaphorase-resazurin fluorescence; active compounds read low. activity change, % (values are at about 110 or 230 µM). hit rate 0.15% among 480,000. AID 1347041, 2019; in the data active means activity change below about -30%; inconclusive means mostly about -25% to -30%;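 further: plate controls were DMSO wells for no effect and wells without enzyme for full effect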
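Human LDH5 (2 nM) was incubated with 0.06 mM NADH and 0.2 mM pyruvate for 5 min at room temperature in Tris pH 7.4. Remaining NADH was coupled through diaphorase/resazurin, and resorufin fluorescence was read at 0 and 20 min.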
TrxR1 substrate – qHTS Assay for Substrates of Mammalian Selenoprotein Thioredoxin Reductase 1 (TrxR1): qHTS | hit rate 0.01% among 390,000 | purified TrxR1 substrate turnover, NADPH consumption readout | Potency, µM (series often up to 114 µM), without a hit: top-dose activity change, negative = substrate turnover | AID 588456, 2011; further: potency means the concentration at half of the fitted maximal effect; on the % scale 0 is the no-effect control and ±100 the full control effect; nearly all actives have a fitted effect of over 50% in size
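Rat TrxR1, dispensed at 90 nM, was prereduced with 400 uM NADPH (final) for 5 min at ~22 deg C, then incubated with compound 15 min before 400 uM selenite. A first-read NADPH fluorescence drop versus no-compound background flagged substrates.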
PI4K2A block – qHTS for small molecular inhibitors of PI4K2A. purified PI4K2A, ADP-Glo luminescence, 1 h; active compounds read low. activity change, negative = inhibition, % at 76.9 µM. hit rate 0.13% among 420,000; in the data active means activity change below about -50%; inconclusive means mostly about -30% to -49%;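 further: -100% = wells without enzyme as full effect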
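ADP-Glo luminescence measured ADP generated by PI4K2A enzyme (4 ug/mL before mixing) with 1.2 mM PI substrate (pre-mix) and 300 microM ATP (pre-mix). Tris pH7.5 buffer with MgCl2, Triton X-100; 1 h reaction at ambient temperature.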
Vif-A3F inh – qHTS for Inhibitors of Vif-A3F Interactions: qHTS; Potency, µM (highest dose often 46.1 µM), inactives show at the highest dose activity, negative = active; HeLa A3F-eYFP + Vif (tagged APOBEC3F with the HIV-1 protein that degrades it), YFP fluorescence increase; hit rate 0.2% among 390,000; AID 602313, 2012; further: potency means the concentration at half of the fitted maximal effect; % of control where 0% means no effect; nearly all actives have a fitted effect of over 65% in size
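Fluorescence increase (Ex 488/Em 500-530) after overnight compound treatment at 37 deg C flags inhibition of Vif-driven A3F-eYFP loss in stable HeLa A3F-eYFP/Vif cells seeded overnight beforehand.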
Vif-A3G inh – qHTS for Inhibitors of Vif-A3G Interactions: qHTS; DNA dC->dU-editing enzyme APOBEC-3G (Homo sapiens), Q9HC16; HeLa A3G-eYFP + Vif (tagged APOBEC3G with the HIV-1 protein that degrades it), YFP fluorescence, overnight; Potency, µM (top dose mostly 46.1 µM), for inactives: top-dose activity, negative = active, most hits filed as inhibitors; hit rate 0.076% among 410,000; AID 602310, 2012;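 further: potency means the concentration at half of the fitted maximal effect; on the % scale 0 is the no-effect control and ±100 the full control effect; nearly all actives have a fitted effect of over 60% in size; hits raise eYFP signal because A3G escapes Vif-driven loss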
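HeLa cells stably expressing Vif and C-terminally eYFP-tagged A3G, seeded overnight at 37 deg C, then exposed to compound by pintool overnight at 37 deg C. Rise in yellow fluorescence (Ex 488/Em 500-530, Acumen) marks blocked Vif-driven A3G degradation.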
Glioma ERSR ind – qHTS for Inducers of the Endoplasmic Reticulum Stress Response (ERSR) in Human Glioma: qHTS; Potency, µM, without a hit: at the top dose activation, usual class: activators; U87-MG GRP78 promoter luciferase reporter, 16 h; hit rate 0.02% among 420,000; further: potency means the concentration at half of the fitted maximal effect; series mostly up to about 76 µM; % of control where 0% means no effect; nearly all actives have a fitted effect of over 35% in size
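Stably transfected U87-MG human glioma cells carrying a GRP78-based luminescent sensor were seeded at 1000 cells/well, pin-dosed with compounds and incubated 16 h. Luciferase reagent was then added, and end-point luminescence was read after 10 min at room temperature.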
USP1-UAF1 inh – Inhibitors of USP1/UAF1: Primary Screen; AID 743255, 2014; Ubiquitin carboxyl-terminal hydrolase 1 (Homo sapiens), O94782; hit rate 0.23% among 390,000; Potency, µM (series often up to 57.1 µM), for inactives: at the top dose activity change, negative = inhibition, usual class: inhibitors; recombinant USP1/UAF1, Ub-Rhodamine cleavage fluorescence; further: potency means the concentration at half of the fitted maximal effect; on the % scale 0 is the no-effect control and ±100 the full control effect; nearly all actives have a fitted effect of over 60% in size; inactives centre near -12
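In this screen, compounds sit with the deubiquitinase complex (1nM) for 15 min at room temperature before Ub-Rho is added at 150nM final. Fluorescence rise is then followed for 6 reads every 60 seconds.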
RXFP1 agonist – qHTS Assay for Agonists of the Relaxin Receptor RXFP1; Relaxin receptor 1 (Homo sapiens), Q9HBX9; HEK293T-RXFP1 cAMP TR-FRET, 30 min; response scale: percent of porcine relaxin response, buffer zero; Potency, µM (doses to about 57.5 µM), inactives show top-dose activation, usual class: activators; hit rate 0.3% among 370,000; AID 2676, 2010; further: potency means the concentration at half of the fitted maximal effect; on the % scale 0 is the no-effect control and ±100 the full control effect; nearly all actives have a fitted effect of over 60% in size; many of its hits are not listed in these tables
Target sequence (Q9HBX9 whole entry, looked up): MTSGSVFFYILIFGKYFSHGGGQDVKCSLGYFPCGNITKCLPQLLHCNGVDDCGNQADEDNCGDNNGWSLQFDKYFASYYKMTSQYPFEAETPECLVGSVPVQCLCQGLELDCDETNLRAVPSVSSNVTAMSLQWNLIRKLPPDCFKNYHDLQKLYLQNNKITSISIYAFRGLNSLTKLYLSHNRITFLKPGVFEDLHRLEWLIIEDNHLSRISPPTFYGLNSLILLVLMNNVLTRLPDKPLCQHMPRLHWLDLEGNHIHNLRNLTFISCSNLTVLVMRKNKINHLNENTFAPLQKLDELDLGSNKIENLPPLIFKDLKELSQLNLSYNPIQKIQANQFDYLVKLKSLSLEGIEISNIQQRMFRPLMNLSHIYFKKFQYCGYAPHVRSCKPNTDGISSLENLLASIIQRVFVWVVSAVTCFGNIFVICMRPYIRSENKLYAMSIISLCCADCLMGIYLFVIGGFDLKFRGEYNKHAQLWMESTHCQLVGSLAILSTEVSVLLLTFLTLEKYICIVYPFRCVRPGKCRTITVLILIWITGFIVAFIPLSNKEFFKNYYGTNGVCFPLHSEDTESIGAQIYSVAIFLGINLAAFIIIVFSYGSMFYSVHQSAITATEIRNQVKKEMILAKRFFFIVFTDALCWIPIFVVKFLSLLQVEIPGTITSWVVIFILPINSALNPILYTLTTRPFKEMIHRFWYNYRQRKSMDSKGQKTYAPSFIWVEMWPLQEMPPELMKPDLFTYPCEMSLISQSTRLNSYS
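cAMP rise read by TR-FRET after 30 min, 37C compound exposure (up to 58 uM) in RXFP1-transfected HEK293 cells with Ro 20174 present. EC50 from Hill-equation fits, with 29 nM porcine relaxin as 100% and buffer as basal.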
Active calls of the source: *; ? = inconclusive; / = not tested or not shown; & = joins results of further samples; [ ] = dose if it differs, or a comment. Unless noted, the call rests on the fitted dose curve; in most records, active means well fitted curve in the direction sought with a large enough effect; inconclusive means small, poorly fitted or top-dose-only effect, or another doubt; inactive means no such curve, though single readings can be large; an effect the other way counts as inactive or inconclusive.

SMILES	IDH1 R132H inh	LDHA block	TrxR1 substrate	PI4K2A block	Vif-A3F inh	Vif-A3G inh	Glioma ERSR ind	USP1-UAF1 inh	RXFP1 agonist
CCCNc1c(NS(=O)(=O)c2cccs2)c(=O)oc2ccccc12	8%	-5	1%	-21	-7%	1%	4%	-14%	0.0%
CCOC1=NC(=C(c2ccccc2)c2ccccc2)OC1=O	5%	-17	-6%	-13	-2%	-5%	-2%	-9%	/
Brc1cccc(CNCc2cccs2)c1	1%	-6	2%[0.457 µM]	0	-20%	0%	-1%	-1%	-1.2%
O=C(Cc1ccc(NC(=O)C2CCCN(C(=O)C3CCCC3)C2)cc1)Nc1cccc(C(=O)N2CCCCC2)c1 (configuration not stated)	-23%	-14	-7%	3	1%	1%	-2%	-12%	/
O=C(/C=C/c1ccc2c(c1)OCO2)N1CCN(c2n[nH]c(=O)[nH]c2=O)CC1	8%	2	1%	2	-1%	0%	-2%	-12%	-1.4%
CC(C)(C)NC(=O)C(c1ccccn1)N(C(=O)C1CSC(=O)C1)c1ccc(F)cc1 (configuration not stated)	-1%	-4	9%	-4	-1%	0%	-2%	-21%	-0.9%
CC(=O)c1ccc(Oc2ncnc3c2oc2ccccc23)cc1	-11%	-8	-8%[57.1 µM]	2	-1%	2%	3%	6%	9.2%
Cc1ccc2c(c1)-c1c(cnc3cc(-c4ccc(Cl)cc4)nn13)CO2	-7%	-7	22%[11.4 µM]	0	0%	1%	-1%	-17%	4.6%
CCN(C(=O)c1cn(C)c(=O)c2cc(OC)c(OC)cc12)c1cc(C)ccc1C	1%	2&0	7%	-5	6%	1%	1%	-11%	0.5%
CC(C)(C)C(=O)N1CCN(S(=O)(=O)c2ccc3c(c2)OCCCO3)CC1	2%	-1	-5%	-2	7%	0%	0%	-13%	-1.0%
O=C(NCc1ccccc1Cl)C1CCCN1C(=O)Nc1ccccc1 (configuration not stated)	-2%	1	3%	1	1%	-5%	-4%	-24%	2.3%
CC(C)OCCCNC(=O)C1CCC(CNS(=O)(=O)c2ccc(Cl)cc2)CC1 (configuration not stated)	-1%	-1	-9%	-5	-4%	0%	-1%	5%	-1.1%
O=C(CSc1ncn(-c2ccccc2)n1)N1CCc2ccccc21	2%	-7	-9%	2	11%	0%	-2%	-5%	0.5%
COc1ccc(N=Cc2ccc(CNS(=O)(=O)c3ccc(Cl)cc3)o2)cc1	7%	12	-10%	1	-11%	0%	-2%	-6%	-0.4%
COc1ccc(S(=O)(=O)NC(C)C(=O)Nc2ccccc2)cc1Cl (configuration not stated)	10%	-3	-3%	-1	-14%	0%	-3%	-17%	2.6%
Cc1ccc(-c2nnc(SCCC(=O)N3CCOCC3)o2)cc1	-6%	-10	-2%	6	-4%	-1%	-9%	-1%	3.1%
CCOc1ccc(NC(=O)C[n+]2ccc(N(C)C)cc2)cc1	-3%	-8	7%	-2	5%	4%	-2%	-24%	0.2%
COc1ccccc1C(=O)C1CCCN(C(=O)CCC(=O)c2ccccc2)C1 (configuration not stated)	19%	-2	3%	-1	-5%	1%	0%	-12%	-0.1%
Cc1ccc(S(=O)(=O)N2Cc3ccccc3CC2C(=O)N(C)C)cc1 (configuration not stated)	6%	-10	/	3	2%	-5%	-4%	?	/
Cc1cc2c(cc1S(=O)(=O)NCc1ccc(F)cc1)n(C)c(=O)c(=O)n2C	9%	-7	3%	1	2%	2%	-3%	-20%[11.4 µM]	9.2%
CCNC(=S)N1CCC(c2nc3ccccc3s2)CC1	0%	-1	-2%	-4	-3%	0%	-2%	-12%	2.7%
O=C(/C=C/Nc1ccc(F)c(F)c1)c1ccc(Br)cc1	3%	-4	-6%	1	-18%	-3%	1%	-20%	0.4%
CCOC(=O)C1CCN(c2nc3c(S(=O)(=O)c4ccccc4)nnn3c3ccc(Cl)cc23)CC1	15%	4	72%[activator]	-1	3%	-5%	-2%	2%	5.1%
COc1cccc(C(NC(C)=O)c2nc(-c3ccc(N(C)C)cc3)cs2)c1 (configuration not stated)	/	-2	/	-8	/	-25%	0%	/	/
Cc1ccc(C(=O)Nc2nc(=O)n(C)s2)cc1	6%	-6	-2%	-4	5%	2%	-1%	-16%	0.6%
CCOC(=O)/C(C(N)=NCc1ccco1)=C(/O)c1ccccc1	7%	-1	5%	3	-9%	-4%	-3%	-14%	0.1%
CCOc1ccc(-n2c(=O)c3c(C)c(C)sc3n(CC(=O)c3ccccc3)c2=O)cc1	-12%	-6	3%	0	0%	4%	-5%	-7%	2.2%
CCOC(=O)c1c(C)[nH]c(C(=O)N2CCN(C(=O)OCC)CC2)c1C	-5%	-6	0%	-1	-7%	-2%	-5%	-20%	-1.6%
Cc1cccn2c(CNCC(C)Oc3cccnc3)c(C(=O)N3CCOCC3)nc12 (configuration not stated)	-4%	-3	-2%	2	0%	-3%	0%	?	9.1%
Cc1ccc(CN2CCSc3ccc(C(=O)N4CCN(c5cc(C)ccc5C)CC4)cc32)cc1	11%	4	8%	2	5%	-1%	-2%	-12%	9.7%
CC(C)(C)C(=O)CSc1ncnc2sc3c(c12)CCC3	-14%	-16	-4%	1	13%	0%	2%	-20%	1.6%
O=C(CSc1nc2ccccc2n1Cc1ccccc1Cl)NCc1ccccc1	-13%	-1	-6%[57.1 µM]	1	-11%	-11%	-2%	-19%	1.5%
CCN1C(=O)CC(NNC(=O)c2ccc(Cl)cc2)C1=O (configuration not stated)	0%	0	0%	0	-3%	2%	-2%	-19%	1.6%
COc1cccc(/C=N/NC(N)=S)c1OCc1ccccc1Cl	1%	-9	5%	11	-27%	0%	-4%	-17%	-0.2%
Cc1ccc(N2CC(NS(=O)(=O)c3cc(F)ccc3F)CC2=O)cc1C (configuration not stated)	5%	-5	0%	-3	1%	-4%	-3%	-6%	1.2%
CCOC(=O)C1=NNC(C(=O)c2ccc(OC)cc2)C1c1ccccc1 (configuration not stated)	-1%	-1	-4%	-3	1%	-3%	0%	-18%	-3.7%
COc1ccccc1C(=O)C1CCCN(C(=O)c2ccc(C(C)=O)s2)C1 (configuration not stated)	-5%	0	1%	-1	1%	3%	1%	-17%	5.3%
Cc1ccc(Cl)c(NC(=O)COC(=O)c2nn(-c3ccccc3)cc2O)c1Cl	1%	-6	-7%	0	-1%	-3%	1%	-15%	/
O=C(OCc1ccccc1Cl)c1cccnc1Cl	6%	7	6%	1	-10%	5%	-3%	5%	1.7%
C[C@H](NC(=O)N1CCn2c1nc1ccccc12)C(=O)NCC1CCCO1 (some centres not stated)	0%	0	-10%	6	0%	5%	-2%	-12%	18%
Cc1cccc(N(C)c2cc(C)nc3ncnn23)c1	-8%	-4	-12%	0	-3%	0%	1%	-1%	1.0%
CCOC(=O)C1=C(COC(=O)COc2ccc(Br)cc2)NC(=O)NC1C (configuration not stated)	1%	-4	-14%	0	?	2%	0%	-3%	0.5%
Cc1c(Br)c([N+](=O)[O-])nn1CC(=O)NCCc1ccc(Cl)cc1	0%	-5	-1%	5	-9%	-5%	-5%	-10%	0.1%
CCOC(=O)CN1CC23C=CC(O2)C(C(=O)Nc2ccc(F)cc2)C3C1=O (configuration not stated)	3%	2	11%[57.1 µM]	-1	1%	0%	-1%	-10%	-0.1%
COc1cc(OC)c(C(=O)N/N=C/c2ccoc2)cc1OC	6%	1	-11%	-4	-4%	0%	-3%	-11%	-1.3%
CCc1nnc(NC(=O)C2CCN(C(=O)c3ccco3)CC2)s1	-3%	-16	-2%	2	2%	-4%	-4%	-3%	0.5%
CCc1ccc(N=C2NC(=O)/C(=C/c3cc(Br)c(OCC(=O)O)c(OC)c3)S2)cc1	-29%	-1	-14%	-6	14%	0%	-3%	-18%	1.8%

Quoted at random: 4 compounds from above
SMILES	IDH1 R132H inh	LDHA block	TrxR1 substrate	PI4K2A block	Vif-A3F inh	Vif-A3G inh	Glioma ERSR ind	USP1-UAF1 inh	RXFP1 agonist
CC(C)(C)C(=O)CSc1ncnc2sc3c(c12)CCC3	-14%	-16	-4%	1	13%	0%	2%	-20%	1.6%
COc1ccc(S(=O)(=O)NC(C)C(=O)Nc2ccccc2)cc1Cl (configuration not stated)	10%	-3	-3%	-1	-14%	0%	-3%	-17%	2.6%
CCc1nnc(NC(=O)C2CCN(C(=O)c3ccco3)CC2)s1	-3%	-16	-2%	2	2%	-4%	-4%	-3%	0.5%
O=C(/C=C/c1ccc2c(c1)OCO2)N1CCN(c2n[nH]c(=O)[nH]c2=O)CC1	8%	2	1%	2	-1%	0%	-2%	-12%	-1.4%

A portion of the library; the hit share may differ from the screen's.
